Myeloid diff MLP: promotes myeloid progenitor differentiation; ER-HoxA9 myeloid progenitors, lysozyme-GFP differentiation, flow cytometry; calls only at 10 µM; 360,000 tested, 1% active;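 active means normalized GFP-positive differentiation at or above the plate's own cutoff, the solvent-only control mean plus 3 SD; inconclusive means no clear call, values can overlap the other calls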;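 further: cells exposed to compound for four days before flow analysis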
Myeloid diff MLP GFP+ MAC1+ %: recorded beside Myeloid diff MLP, whose call it bears; GFP+ MAC1+ double positive, %; measured here: differentiation confirmed by MAC1 staining
* marks the source's active call; other numbers are inactive results; i = inactive; ? = inconclusive; / = no result given; + = active, no number; & = joins results of further samples. Some of the compounds tested. The share of hits here may be higher or lower than overall.

No.	SMILES	Myeloid diff MLP	Myeloid diff MLP GFP+ MAC1+ %
1	c1ccc(C(CN2CCCCC2)Oc2ccccn2)cc1 (stereo not given)	i	0.8
2	COc1ccc(CN2C(=O)C(CC(=O)NC3CCCCC3)CC(C(=O)N(C(C)C)C(C)C)=C2C)cc1 (stereo not given)	i	0.3
3	CCOC(=O)c1sc2nc(C)nc(SC(C)C(=O)N(C)c3ccccc3)c2c1C (stereo not given)	i	0.4
4	CCNC(=O)C1(C)CCCN(CCOc2ccc(Cl)cc2)C1 (stereo not given)	i	0.8
5	CCOC(=O)C1=CNS(=O)(=O)NC1c1ccc2ccccc2c1 (stereo not given)	i	0.6
6	CSCCC(NS(=O)(=O)c1cccc(C(F)(F)F)c1)C(=O)N(C)CCOc1ccc(Cl)cc1 (stereo not given)	i	0.6
7	O=C1c2ccccc2C(=O)N1CCCCc1cn(C[C@H]2CC[C@H](Cn3cc(CCCCN4C(=O)c5ccccc5C4=O)nn3)O2)nn1	i	0.6
8	CSc1ccc(/C=N/NC(=O)c2ccc3nc[nH]c3c2)cc1	i	2.0
9	O=C(Nc1nnc(C2CC2)s1)c1cc2ccccc2o1	i	0.2
10	Cc1cc(N(C)C)ccc1N=Nc1ccc(N)cc1	i	0.8
11	COC(=O)[C@]1(Cc2ccccc2)N[C@H](CN(C)C(=O)COc2ccccc2)[C@@H]2C(=O)N(C)C(=O)[C@@H]21	i	3.0
12	COc1ccc(Nc2cc(C)nc3ncnn23)cc1	i	0.6
13	COc1ccc(C(=O)C(C)Sc2nnc(C3CC3)n2C2CC2)cc1 (stereo not given)	i	0.9
14	CCCCc1c(-c2ccccc2OC)ncn1CCc1ccccc1	i	1.4
15	C[C@@H](NC(=O)c1nc[nH]c1C(=O)NCc1ccc(CNC(=O)OC(C)(C)C)cc1)c1ccccc1	i	1.3
16	CN(C)CC(=O)N[C@@H]1CC[C@@H](CC(=O)NCCN2CCCCC2)O[C@@H]1CO	i	3.1
17	Cc1ccc(S(=O)(=O)NCCC(=O)N2CCC(C(N)=O)CC2)cc1C	i	0.4
18	O=C1C=CC(=O)N1c1cccc2cccnc12	i	0.7
19	O=C(CSc1nc(=O)n2ccccc2n1)OCc1ccccc1	i	0.5
20	O=C(NCc1ccc(F)cc1)c1cc(C2CCCN(C(=O)C3CCCCC3)C2)on1 (stereo not given)	i	0.3
21	Cc1cc(Br)ccc1NC(=O)C1CSC2(C)CCC(=O)N12 (stereo not given)	i	0.5
22	C=CCNc1ncnc2c1ncn2[C@H]1CN(Cc2ccccc2)C[C@@H](COC(C)=O)O1	i	0.9
23	Cc1ccc2nc(-c3ccco3)c(CC3CCCCC3)n2c1	i	0.4
24	O=C(NC1CCN(Cc2ccccc2)CC1)c1[nH]c(C(F)(F)F)nc1-c1ccccc1	i	0.7&1.6
25	CCCN(C(=O)c1c(CC)noc1C)c1c(N)n(Cc2ccccc2)c(=O)[nH]c1=O	i	0.6
26	Clc1ccc(-c2cnc3cccnn23)cc1	i	0.7
27	NC(=O)c1cc([N+](=O)[O-])ccc1NCc1cccc(N)c1	i	0.5
28	Cc1cc(C(C)(C)C)ccc1Oc1cccc2c1S(=O)(=O)N(C1CCCC1)CC(COCc1ccccc1)O2 (stereo not given)	i	0.8
29	O=C(N/N=C/c1ccc(N2CCOCC2)cc1)c1ccncc1	i	0.6
30	COCCN(C(=O)CSc1nc2ccc(OC)cc2[nH]1)c1c(N)n(Cc2ccccc2)c(=O)[nH]c1=O	i	0.3
31	CCCNC(=O)C1CC2Cn3c(nc4ccccc43)C2N1C (stereo not given)	i	1.8
32	Cc1ccc(N2CCN(C(=O)C3CCN(S(=O)(=O)c4cccc5nsnc45)CC3)CC2C)cc1 (stereo not given)	i	0.2
33	COc1cc(C(C)=O)ccc1OCC(=O)N(CCC1=CCCCC1)c1c(N)n(Cc2ccccc2)c(=O)[nH]c1=O	i	0.8
34	Cc1ccc(C2C=CC(C#N)=CN2Cc2ccccc2)cc1 (stereo not given)	i	0.8
35	O=C(COC(=O)CCNS(=O)(=O)c1cccs1)Nc1cc(C(F)(F)F)ccc1Cl	i	0.8
36	O=C(CN1CCC(NC(=O)C2CCCCC2)CC1)Nc1ccccc1	i	0.7
37	COc1cc(NC(=O)COC(=O)CNC(=O)C2CCCCC2)cc(OC)c1	i	0.0
38	O=C(Cc1ccc(Br)cc1)Nc1cccc(S(=O)(=O)N2CCCCC2)c1	i	0.3
39	Cc1ccc(S(=O)(=O)N2[C@@H](c3ccc(C#N)cc3)C(C(=O)O)=C[C@H]2C(C)(C)C)cc1	i	0.6
40	CCCC(=O)OCC1CN(Cc2ccco2)S(=O)(=O)c2c(F)cccc2O1 (stereo not given)	i	0.5
41	O=S(=O)(Cc1ccc(Cl)cc1)Oc1ccc(Cl)cc1	i	0.7
42	COc1ccc(-c2sc3ccc(N4CCOCC4)cc3c2-c2ccc(O)cc2)cc1	i	2.5
43	C[C@@H](NC(=O)[C@@H]1CCCN1C(=O)[C@@H]1CCCN1C(=O)OC(C)(C)C)c1ccccc1	i	0.5
44	CC1(C(=O)NS(=O)(=O)c2ccccc2)CCN1C(=O)CC1CC1 (stereo not given)	i	1.3
45	O=C(C[C@@H]1C[C@H]2c3cc(NC(=O)C4CCC4)ccc3O[C@H]2[C@@H](CO)O1)NCc1ccc(-c2ccccc2)cc1	i	0.4
46	O=C(O)Cc1cccc2ccccc12	i	1.7
47	CN(C(=O)c1ccc(NC(=O)Cc2ccc(NC(=O)C3CCCN(C(=O)C4CC4)C3)cc2)cc1)C1CCCC1 (stereo not given)	i	0.8
48	O=C(NCCS(=O)(=O)NCc1cccs1)c1ccccc1	i	0.3
49	COC(=O)c1ccccc1S(=O)(=O)N1CCC(C(=O)OC(C)C(=O)N(C)Cc2ccccc2)CC1 (stereo not given)	i	0.9
50	CCCCn1c(N)c(N(CCOC)C(=O)C2CC(=O)N(Cc3ccco3)C2)c(=O)[nH]c1=O (stereo not given)	i	0.7
51	C[C@H]1CN([C@@H](C)CO)C(=O)Cc2cc(NC(=O)Cc3ccccc3)ccc2O[C@H]1CN(C)S(=O)(=O)c1cccs1	i	1.6
52	O=C(O)/C=C/c1ccc(Cn2ccnc2)cc1	i	2.5&1.2
53	Cc1ccc(CN2C(=O)C(CC(C)C)Nc3ncnc(N4CCN(c5ccccc5)CC4)c32)cc1 (stereo not given)	i	1.0&0.9
54	O=C(CC[C@H]1O[C@@H](n2ccc(=O)[nH]c2=O)[C@H](O)[C@@H]1O)N[C@H](Cc1ccccc1)C(=O)NCc1ccc2c(c1)OCO2	i	0.1
55	CSc1ccc(Cl)c(C(=O)N2CCN(CC(=O)N3CCCC3)CC2)c1	i	0.5
56	CCCCn1cnc2c(SCc3ccccc3F)nc(N)nc21	i	0.8
57	C[C@@H]1CN([C@H](C)CO)C(=O)CCCn2cc(nn2)CO[C@H]1CN(C)S(=O)(=O)c1ccc(-c2ccccc2)cc1	i	0.2
58	COc1ccc(NC(=O)C(c2ccncc2)n2c(=O)c(-c3cc4ccccc4[nH]3)nc3ccccc32)cc1 (stereo not given)	?	/
59	CCc1nc2ccc(C(=O)Nc3cccc(NS(C)(=O)=O)c3)cn2c1N(C)C(=O)c1cccc(OC)c1	i	0.9
60	Brc1cc(-c2ccccc2)nc(-c2ccccc2)n1	?	/

Three compounds picked at random from the list so far:
No.	SMILES	Myeloid diff MLP	Myeloid diff MLP GFP+ MAC1+ %
59	CCc1nc2ccc(C(=O)Nc3cccc(NS(C)(=O)=O)c3)cn2c1N(C)C(=O)c1cccc(OC)c1	i	0.9
43	C[C@@H](NC(=O)[C@@H]1CCCN1C(=O)[C@@H]1CCCN1C(=O)OC(C)(C)C)c1ccccc1	i	0.5
57	C[C@@H]1CN([C@H](C)CO)C(=O)CCCn2cc(nn2)CO[C@H]1CN(C)S(=O)(=O)c1ccc(-c2ccccc2)cc1	i	0.2

Quoted from the listing (2 entries):
No.	SMILES	Myeloid diff MLP	Myeloid diff MLP GFP+ MAC1+ %
1	c1ccc(C(CN2CCCCC2)Oc2ccccn2)cc1 (stereo not given)	i	0.8
2	COc1ccc(CN2C(=O)C(CC(=O)NC3CCCCC3)CC(C(=O)N(C(C)C)C(C)C)=C2C)cc1 (stereo not given)	i	0.3

(next part)
No.	SMILES	Myeloid diff MLP	Myeloid diff MLP GFP+ MAC1+ %
61	CC1=C(C(=O)N(C)C)CC(CC(=O)NCc2ccco2)C(=O)N1Cc1ccccc1 (stereo not given)	i	0.7
62	CCOC1=C2CN(S(=O)(=O)c3ccc(C)cc3)C(c3ccccc3)CC2N(S(=O)(=O)c2ccc(C)cc2)C(c2ccc(Br)cc2)C1 (stereo not given)	i	2.0
63	CN(CC(=O)NNC(=O)CCNS(=O)(=O)c1ccccc1)S(=O)(=O)c1ccc(Cl)cc1	i	0.3
64	COc1cccc(OC)c1OCC(=O)Nc1ccc(S(=O)(=O)N2CCCC2)cc1	i	0.3
65	Cc1cccc(NC(=O)CNC(=O)COC(=O)C2CC2C)c1C (stereo not given)	i	1.2
66	COc1cc(C(=O)C(=O)N2CCN(c3ccccc3)CC2)cc2ccccc12	i	4.4
67	CCN(CC(=O)Nc1c(F)cccc1F)C(=O)c1cc(C)nc2ccccc12	i	1.0
68	CC(=O)c1cccc(OC(=O)C2=CC=CN3CCS(=O)(=O)N=C23)c1	i	1.2
69	CN(CCc1ccccc1)C(=O)c1ccc(NC(=O)Cc2cccc(NC(=O)C3CCN(C(=O)CCc4ccccc4)CC3)c2)cc1	i	0.4
70	CC(C)CC1C(=O)N(Cc2cn(CCC3OCCO3)nn2)CCS(=O)(=O)N1Cc1ccc(-c2ccc(F)cc2)cc1 (stereo not given)	i	0.5
71	O=C(NCc1ccccc1Cl)c1ccc(S(=O)(=O)NCc2ccco2)cc1	i	0.6
72	O=C(c1cc(-c2ccc(F)cc2)nc2ccccc12)N1CCC1	i	0.9
73	CC(=O)NC(C)(c1ccccc1)c1nc(-c2csc3ccccc23)cs1 (stereo not given)	i	0.5
74	CC(NC(=O)CSc1ccc(S(=O)(=O)N2CCOCC2)cn1)c1ccc(Cl)cc1Cl (stereo not given)	i	1.9
75	COc1ccc(CN2CCC2(C)C(=O)Nc2cnc3ccccc3c2)c2ccccc12 (stereo not given)	i	0.2
76	Cc1nnc2ccc(-c3cccc(NS(=O)(=O)c4cc(F)ccc4F)c3)nn12	i	0.8
77	COc1cc(OC)cc(OC(=O)C2CCN(C(=O)c3ccc(Cl)cc3)CC2)c1	i	0.8
78	NC(=O)C1CC(=O)N(c2ccc(OCC(=O)N3CCCC3)cc2)C1 (stereo not given)	i	0.5
79	COc1ccc2oc(=O)cc(CN3CCN(Cc4ccccc4)CC3)c2c1	i	0.8
80	O=C(CSc1nnc2ccc(-c3ccccn3)nn12)Nc1ccc(F)cc1	i	0.8

5 entries from above, sorted by the number in Myeloid diff MLP GFP+ MAC1+ %, smallest number first.
entry	smiles	Myeloid diff MLP GFP+ MAC1+ %
9	O=C(Nc1nnc(C2CC2)s1)c1cc2ccccc2o1	0.2
64	COc1cccc(OC)c1OCC(=O)Nc1ccc(S(=O)(=O)N2CCCC2)cc1	0.3
43	C[C@@H](NC(=O)[C@@H]1CCCN1C(=O)[C@@H]1CCCN1C(=O)OC(C)(C)C)c1ccccc1	0.5
41	O=S(=O)(Cc1ccc(Cl)cc1)Oc1ccc(Cl)cc1	0.7
11	COC(=O)[C@]1(Cc2ccccc2)N[C@H](CN(C)C(=O)COc2ccccc2)[C@@H]2C(=O)N(C)C(=O)[C@@H]21	3.0

The results go on.
No.	SMILES	Myeloid diff MLP	Myeloid diff MLP GFP+ MAC1+ %
81	CCCCCCN1C[C@H](O)[C@@H](n2cc(C3CC3)nn2)C[C@@H]1c1ccc(OC)cc1	+	2.6*
82	Cc1cccc([C@@H]2[C@@H]3C(=O)N(Cc4ccccc4)C(=O)[C@@H]3[C@]3(C)C(=O)N(c4cccc(F)c4)C(=O)N23)c1	i	1.0
83	CC(C)c1cccc(-c2ccc3c(c2)S(=O)(=O)c2cccc(C(=O)O)c2C3=O)c1	i	0.5
84	CC(=O)OCC1=C(C(=O)OC(C)(C)C)N2C(=O)[C@@H](NC(=O)Cc3ccccc3)[C@H]2SC1	i	4.1
85	CCCCCCCCN1C(=O)[C@H](CC(=O)NCCCOC)C[C@@]2(C(=O)OCC)CCCC=C12	i	0.9
86	CSCCC(C(=O)Nc1c(C)cccc1C)n1c(COc2ccc(C)cc2)nc2ccccc21 (stereo not given)	i	1.8
87	COCCCN1C(=O)C(CC(=O)NC(c2ccccc2)c2ccccc2)CC(C(=O)N2CCOCC2)=C1C (stereo not given)	i	0.3
88	CCCC(=O)N1CCCC1(C)C(=O)NCc1ccc(SC)cc1 (stereo not given)	i	1.2
89	Cc1ccc(NC(=O)c2sc3ncn(CC(=O)N4CCN(c5ccccn5)CC4)c(=O)c3c2C)cc1	i	0.8
90	CCc1ccc(NC(=O)c2ccc3c(c2)CCN3S(C)(=O)=O)cc1	i	0.3
91	CC(O)C(NS(=O)(=O)c1ccc(Cl)cc1)C(=O)OCC(=O)c1ccc2c(c1)NC(=O)CO2 (stereo not given)	i	0.1
92	CN(C)S(=O)(=O)c1ccc(C(=O)NC(=O)CSc2nnnn2C)cc1	i	0.7
93	O=c1cc(-c2ccc(O)cc2)oc2cc(O)c([C@@H]3O[C@H](CO)[C@@H](O)[C@H](O)[C@H]3O)c(O)c12	i	2.3
94	O=C(O)c1ccc(-c2noc(-c3ccccc3F)n2)cc1	i	1.4
95	Cc1ccc(CN2C(=O)C(CC(C)C)Nc3ncnc(N4CCOCC4)c32)cc1 (stereo not given)	i	1.1&0.5
96	COC(=O)[C@]1(C)N[C@H](CN(C)C(=O)c2ccc(F)cc2)[C@@H]2C(=O)N(Cc3ccccc3)C(=O)[C@@H]21	i	0.8
97	CC(=O)Nc1cccc(NC(=O)CCN2C(=O)c3ccccc3S2(=O)=O)c1	i	0.8
98	CC(C)C[C@H]1CNC(=S)N1CC1CCCN1C[C@H](Cc1ccccc1)N1C[C@H](Cc2ccc(O)cc2)N(CC2CCCCCC2)C1=S (stereo not given in full)	i	1.1
99	CCCS(=O)(=O)NC(=O)C1(C)CCCN(C(=O)c2ccc(F)cc2Cl)C1 (stereo not given)	i	0.9
100	COc1ccc(CNS(=O)(=O)CCNCCc2ccccc2)cc1	i	1.8
